Casp6 inh = caspase-6 (human) enzyme inhibition. P55212. purified caspase-6, Z-VEID-R110 cleavage fluorescence. inhibition, % at 12.5 µM. hit rate 0.53% among 350,000. AID 686996;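 active = mean inhibition across replicates at least about 35%, with every replicate also reaching that limit, limit read from the data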;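 note: 0% = median of neutral control wells and 100% = no fluorescence left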
ERp5 block = blocks human ERp5 reductase activity on insulin | Q15084 | AID 651711 | ERp5 insulin aggregation, absorbance 650 nm, 90 min | hit rate 0.05% among 350,000 | inhibition, % at 9.99 µM;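 active = mean replicate inhibition above about 25%, with every replicate also reaching it, limit read from the data, passing the limit was not always enough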
Target sequence (Q15084 whole entry, looked up): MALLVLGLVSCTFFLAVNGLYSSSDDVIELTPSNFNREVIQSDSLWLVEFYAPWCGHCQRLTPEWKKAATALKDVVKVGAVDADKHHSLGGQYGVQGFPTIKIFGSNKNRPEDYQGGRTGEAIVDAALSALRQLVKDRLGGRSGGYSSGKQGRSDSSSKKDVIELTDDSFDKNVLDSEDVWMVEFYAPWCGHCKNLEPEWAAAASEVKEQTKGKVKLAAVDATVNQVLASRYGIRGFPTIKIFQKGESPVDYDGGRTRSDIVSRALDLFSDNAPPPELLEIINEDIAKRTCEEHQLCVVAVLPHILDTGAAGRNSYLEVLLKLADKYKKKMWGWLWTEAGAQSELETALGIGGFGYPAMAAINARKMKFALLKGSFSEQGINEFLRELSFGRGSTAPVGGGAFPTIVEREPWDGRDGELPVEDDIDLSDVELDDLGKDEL
RAD52 inh = RAD52 (human) annealing inhibition. hit rate 0.46% among 360,000. inhibition, % at 18.7 µM. recombinant RAD52 DNA annealing, FRET fluorescence;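 active = every replicate showing at least 50% inhibition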
* hit, by the source's call. These rows are one share of the data (hit frequency here may not be typical).

Value order: Casp6 inh | ERp5 block | RAD52 inh
O=C(NC[C@@H]1CC[C@H]2NC[C@H]2O1)C1CCCC1
 : 2 | -3 | -11
Cc1ccc(N2C(=O)NC(=O)/C(=C\c3cccn3C(C)(C)C)C2=O)cc1
 : 2 | -3 | -174
OC1CN2CCCC(O)C2C1O (configuration not stated)
 : 0 | 0 | -1
CCOc1cc(C=C2C(=O)NC(=O)NC2=O)cc([N+](=O)[O-])c1O
 : 8 | 1 | -7
CN1CCC2(CC1)NC(=O)c1ccccc1N2
 : -3 | 0 | 4
COc1ccc(OCC#CCN2CCCCCC2)cc1
 : -109 | -1 | 10
CCOP(=O)(OCC)/C(C#N)=C/c1ccoc1
 : 1 | 0 | -68
O=C(C(=O)N1CCC2(CC1)OCCO2)c1c[nH]c2ccccc12
 : 2 | -6 | -6
O=c1c2ccccc2[nH]c(=S)n1-c1cccnc1
 : -1 | 3 | 4
O=C1NC(=O)N(c2cccc(Br)c2)C(=O)/C1=C/c1ccsc1
 : 6 | 4 | -113
CC(C)OC(=O)C1C(c2ccc(I)cc2)CC2CCC1N2C (configuration not stated)
 : -3 | 4 | 2
C=CC1CN2CCC1C[C@@H]2CO (some centres not stated)
 : 0 | -1 | 6
CNC(C)Cc1ccc(OC)cc1 (configuration not stated)
 : 1 | 2 | -1
CCc1ccc(CN2CCN(C(=O)Cc3ccccc3)CC2)cc1
 : 2 | 9 | -14
O=C(C[n+]1ccn(CCCNP2(=O)C=C(c3ccccc3)OC(c3ccccc3)=C2)c1)c1ccccc1
 : -77 | 6 | 40

O=C(Nc1ccc(F)cc1)c1c(O)c2c(n(Cc3ccccc3)c1=O)CCCC2
  Casp6 inh: -1
  ERp5 block: 3
  RAD52 inh: -3

COC(=O)C1C(c2ccccc2)CC2CCC1N2C (configuration not stated)
  Casp6 inh: -3
  ERp5 block: -4
  RAD52 inh: -4

O=C1CNC[C@H]2[C@@H](c3ccc(Br)cc3)[C@@H](CO)N12
  Casp6 inh: 0
  ERp5 block: 1
  RAD52 inh: 19

Cc1c(N=Cc2c(O)n(Cc3ccccc3)c(=O)[nH]c2=O)c(=O)n(-c2ccccc2)n1C
  Casp6 inh: 1
  ERp5 block: 0
  RAD52 inh: -12

Fc1ccc(Cn2nnnc2C(c2ccc(F)cc2)N2CC=C(c3ccc(F)cc3)CC2)cc1 (configuration not stated)
  Casp6 inh: -2
  ERp5 block: 4
  RAD52 inh: -24

COC(=O)C1C(c2ccc(C)cc2)CC2CCC1N2C (configuration not stated)
  Casp6 inh: -1
  ERp5 block: 0
  RAD52 inh: -2

CCCCCCN1CCN(c2ccc(Cl)cc2)CC1
  Casp6 inh: 0
  ERp5 block: -9
  RAD52 inh: -2

COC1=CCC2([N+](=O)[O-])CN(C)CC1([N+](=O)[O-])C2 (configuration not stated)
  Casp6 inh: 2
  ERp5 block: 7
  RAD52 inh: -7

CCN1CCC2(CC1)NC(=O)c1ccccc1O2
  Casp6 inh: 6
  ERp5 block: -1
  RAD52 inh: -9

CC1=C2C[C@H]3[C@@H](CC=C4C[C@@H](O)CC[C@@]43C)[C@@H]2CC[C@]12O[C@@H]1C[C@H](C)CN[C@@H]1C2C (some centres not stated)
  Casp6 inh: -4
  ERp5 block: -7
  RAD52 inh: -2

OC1CN2CCC(O)C2C(O)C1O (configuration not stated)
  Casp6 inh: 0
  ERp5 block: 1
  RAD52 inh: -4

Cc1cccc(CN2CCCC(C(=O)c3ccc(C(F)(F)F)cc3)C2)n1 (configuration not stated)
  Casp6 inh: -1
  ERp5 block: -1
  RAD52 inh: -22

Grouped by structure, those above containing a halogen (7)
O=C1NC(=O)N(c2cccc(Br)c2)C(=O)/C1=C/c1ccsc1
  Casp6 inh: 6
  ERp5 block: 4
  RAD52 inh: -113

CC(C)OC(=O)C1C(c2ccc(I)cc2)CC2CCC1N2C (configuration not stated)
  Casp6 inh: -3
  ERp5 block: 4
  RAD52 inh: 2

O=C(Nc1ccc(F)cc1)c1c(O)c2c(n(Cc3ccccc3)c1=O)CCCC2
  Casp6 inh: -1
  ERp5 block: 3
  RAD52 inh: -3

O=C1CNC[C@H]2[C@@H](c3ccc(Br)cc3)[C@@H](CO)N12
  Casp6 inh: 0
  ERp5 block: 1
  RAD52 inh: 19

Fc1ccc(Cn2nnnc2C(c2ccc(F)cc2)N2CC=C(c3ccc(F)cc3)CC2)cc1 (configuration not stated)
  Casp6 inh: -2
  ERp5 block: 4
  RAD52 inh: -24

CCCCCCN1CCN(c2ccc(Cl)cc2)CC1
  Casp6 inh: 0
  ERp5 block: -9
  RAD52 inh: -2

Cc1cccc(CN2CCCC(C(=O)c3ccc(C(F)(F)F)cc3)C2)n1 (configuration not stated)
  Casp6 inh: -1
  ERp5 block: -1
  RAD52 inh: -22

In a second layout: entries from further up.
canonical_smiles | Casp6 inh | ERp5 block | RAD52 inh
COC(=O)C1C(c2ccccc2)CC2CCC1N2C (configuration not stated) | -3 | -4 | -4
COC(=O)C1C(c2ccc(C)cc2)CC2CCC1N2C (configuration not stated) | -1 | 0 | -2

Quoted from the listing.
Entry of CCc1ccc(CN2CCN(C(=O)Cc3ccccc3)CC2)cc1 under ERp5 block: 9
Entry of CCCCCCN1CCN(c2ccc(Cl)cc2)CC1 under ERp5 block: -9
Entry of CN1CCC2(CC1)NC(=O)c1ccccc1N2 under RAD52 inh: 4
Entry of O=C(C[n+]1ccn(CCCNP2(=O)C=C(c3ccccc3)OC(c3ccccc3)=C2)c1)c1ccccc1 under ERp5 block: 6

Screening results as filed in PubChem BioAssay.
